# NF-kB expr up: NF-kB expression increase, human neuronal cells; 1.6% of 190,000 active; fold change at 12.5 µM; NF-kB reporter expression; active compounds read high; in the data active = fold change above about 3.3
# FLuc inh counter: counter-screen for luciferase assay inhibitors: firefly luciferase inhibition | P08659 | ATPLite firefly luciferase biochemical luminescence, 10 min | inhibition, % at 10 µM | 1.5% of 200,000 active;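 active = inhibition above about 50% when tested at 10 µM, limit read from the data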
# Target sequence (P08659 whole entry, looked up): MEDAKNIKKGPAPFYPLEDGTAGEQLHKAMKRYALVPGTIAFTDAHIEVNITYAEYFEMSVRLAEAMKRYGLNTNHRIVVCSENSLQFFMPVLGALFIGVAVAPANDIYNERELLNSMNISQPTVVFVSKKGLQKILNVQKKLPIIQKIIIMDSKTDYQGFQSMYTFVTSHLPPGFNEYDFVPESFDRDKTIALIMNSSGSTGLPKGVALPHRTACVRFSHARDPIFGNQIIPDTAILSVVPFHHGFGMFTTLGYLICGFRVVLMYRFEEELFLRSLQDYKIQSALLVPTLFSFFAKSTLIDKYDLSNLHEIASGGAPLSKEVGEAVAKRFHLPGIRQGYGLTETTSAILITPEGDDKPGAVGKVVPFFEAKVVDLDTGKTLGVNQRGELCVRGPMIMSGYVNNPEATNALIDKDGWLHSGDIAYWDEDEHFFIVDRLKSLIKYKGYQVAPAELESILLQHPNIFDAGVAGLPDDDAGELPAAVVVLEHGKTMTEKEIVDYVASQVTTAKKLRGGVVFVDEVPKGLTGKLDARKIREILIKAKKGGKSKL
# STAT1 inh: STAT1 signaling inhibition; NIH 3T3 STAT1-luciferase reporter, IFN-gamma, luminescence; inhibition, % at 5.5 µM; 0.35% of 200,000 active;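 active = inhibition above a set limit, the mean inhibition across all tested compounds plus 3 SD, cut at about 34% in these data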;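 note: 0% = IFN-gamma with DMSO and 100% = IFN-gamma with 300 µM nifuroxazide; values of inactives mirror those of a sister screen read the other way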
# RAM network inh: inhibitors of the yeast RAM network; S. cerevisiae dse1pr::URA3 reporter, 5-FOA growth OD615, 2 d; analog-sensitive cbk1-as2 kinase mutant strain; inhibition, % at 50 µM; 1.8% of 190,000 active; AID 868;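 active = inhibition above a set limit, 3 SD over mean compound inhibition, cut at about 8.4% in these data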;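 note: 0% = DMSO-only wells with no growth and 100% = 10 µM 1-NA-PP1 full growth; inhibition rescues growth on 5-FOA so higher OD means more RAM inhibition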
# APP 5'UTR act: APP 5'UTR luciferase reporter activation; SH-SY5Y APP 5'UTR luciferase reporter, luminescence; zero percent = DMSO vehicle wells; activation, % at 2 µM; 1% of 190,000 active; AID 1276;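 active = activation above a set limit, based on mean plus 3 SD of controls, cut at about 140% in these data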; note: values of inactives mirror those of a sister screen read the other way
# STAT3 blocker: reduces IL-6 driven STAT3 reporter signal. U3A cells, IL-6 STAT3-luciferase reporter, luminescence; host cell line lacks STAT1. AID 862. inhibition, % at 5.5 µM. 0.89% of 190,000 active;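 active = inhibition above the mean inhibition across all screened compounds plus 3 SD, cut at about 44% in these data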;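 note: 0% = DMSO only wells and 100% = 100 µM nifuroxazide control wells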
# STAT1 act: STAT1 signaling activation; NIH 3T3 STAT1-luciferase reporter, IFN-gamma, luminescence; 100% = IFN-gamma alone, no compound; AID 932; 2.6% of 200,000 active; activation (% of control), % at 5.5 µM;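 active = activation above the screen-wide mean activation plus 3 SD, cut at about 130% in these data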;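 note: raw ratio to IFN-gamma control signal so 100% means no change and 0% no light; values of inactives mirror those of a sister screen read the other way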
# Hsp70 activator: transcriptional activators of Hsp70; HeLa Hsp70 promoter luciferase reporter, luminescence; scaled: vehicle 0, proteasome-inhibitor control 100%; activation, % at 10 µM; 0.04% of 200,000 active;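 active = activation above the mean across all tested compounds plus 3 SD, cutoff set per campaign, cut at about 5.5% in these data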;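 note: 100% = MG132 at 30 µM as the positive control and 0% = DMSO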
# STAT3 act: increases IL-6 driven STAT3 reporter signal | activation (% of control), % at 5.6 µM | U3A cells, IL-6 STAT3-luciferase reporter, luminescence; 100% = signal with IL-6 EC80 alone | 0.91% of 190,000 active;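 active = activation above the screen-wide mean of compound activation plus 3 SD, cut at about 130% in these data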;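 note: 0% = background luminescence of wells with medium and substrate only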
#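 Material: human STAT1-deficient U3A cells with stable STAT3-luciferase reporter / Probe or stimulus: IL-6 stimulus at 33 ng/mL final / Schedule: 1 h compound pre-exposure, 6 h IL-6 stimulation, 37 °C / Technique: luminescence / Read-out basis: percent of IL-6-only median luminescence / Control set: IL-6-only high control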
# APP transl inh: APP translation inhibition; SH-SY5Y APP 5'UTR-luciferase reporter, luminescence; 0.82% of 190,000 active; inhibition, % at 2 µM;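 active = inhibition above a set limit, derived from the sample mean plus 3 SD, cut at about 45% in these data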; note: values of inactives mirror those of a sister screen read the other way
# * marks the source's active call; other numbers are inactive results; . = not tested or not shown.
SMILES,NF-kB expr up,FLuc inh counter,STAT1 inh,RAM network inh,APP 5'UTR act,STAT3 blocker,STAT1 act,Hsp70 activator,STAT3 act,APP transl inh
O=C(c1ccccc1)N1CCN(S(=O)(=O)N2CCCCC2)CC1,1.2,-2,-6,4.0,-1,3,106,-0.4,100,1
CC1CCN(c2[nH]c(=S)c(C#N)c3c2CCCC3)CC1,1.4,-3,1,0.2,-1,0,99,-0.1,104,1
CCCCN(CC)CCNC(=O)CCC(=O)Nc1ccc2nc(N3CCN(C)CC3)cc(C)c2c1,1.1,3,-6,1.4,12,8,104,-0.2,100,-12
C=CCNC(=O)CSc1nnc(-c2ccncc2)n1CCc1ccccc1,1.2,-2,11,-1.7,5,4,90,-0.5,97,-5
Cc1nn(C)c(N)c1C(O)(c1nccn1C)C(F)(F)F (stereo unspecified),1.1,-6,7,0.3,-2,5,93,-0.3,101,2
C/C(=N\NS(=O)(=O)c1ccc(C)cc1)c1ccc(Br)s1,1.1,-7,-8,4.1,5,2,107,-0.1,101,-5
Cc1cc([N+](=O)[O-])cnc1Sc1nccn1C,1.1,-8,-2,2.2,6,12,102,0.1,97,-6
Cc1nnc(SCC(=O)NCCN2C(=O)CSC2=O)s1,2.1,-10,2,2.0,5,3,98,-0.4,101,-5
Cc1cccc(OCC(=O)N2CCCc3ccccc32)c1,1,-1,-2,-1.5,6,13,101,-0.2,93,-6
Cc1cc2c(nn1)CCc1nonc1-2,1.1,-9,1,0.3,7,4,97,0.1,99,-7
CCOC(=O)N1CCC(NC(=O)Cn2cccc2C(=O)c2ccccc2C)CC1,1.1,-2,-2,1.0,0,0,102,-0.1,104,0
O=C(Nc1cccc2c1CCCC2)c1cc([N+](=O)[O-])ccc1Cl,0.64,-8,4,2.3,1,5,97,0.3,96,-1
CC(C)(C)C(=O)C(Oc1cccc2nonc12)n1cncn1 (stereo unspecified),1,-8,9,-0.3,11,10,92,0.5,95,-11
O=C(Nc1ccc2nc3n(c(=O)c2c1)CCCCC3)c1ccccn1,3,30,-47,-0.9,134,-6,145*,0.0,105,-134
CC(C)(CNC(=O)c1cc2ccccc2o1)N1CCOCC1,1.2,-9,-5,1.1,12,-3,105,-0.3,105,-12
CCOc1ccccc1Nc1nc(N)nc(CN(C)C2CCCCC2)n1,1,-7,0,1.3,-13,-6,100,-0.6,106,13
O=C(CS(=O)(=O)Cc1ccccc1)NCc1ccc2c(c1)OCO2,1,-5,2,0.7,-3,11,98,-0.1,94,3
Cc1ccc(C(=O)Oc2cccnc2)cc1[N+](=O)[O-],1,-3,2,1.9,3,3,98,-0.4,102,-3
CCOc1ccc(NC(=O)CSc2nnc(C)n2Cc2ccccc2)cc1,1.1,-3,8,1.8,-3,10,92,-0.4,94,3
O=C(CCc1ccccc1)NNC(=O)Nc1ccccc1,.,-6,2,0.8,-1,6,98,0.1,100,1
Cc1ccc(NC(C)C(=O)N/N=C/c2c[nH]c3ccccc23)cc1 (stereo unspecified),1.2,-4,-1,0.3,20,-12,101,-0.1,114,-20
C=C(C(=O)O)C(CCCCCC)C(=O)O (stereo unspecified),1.1,4,7,-0.6,4,.,92,0.0,.,-4
CN1CCN(c2ccc(S(=O)(=O)N3CCCCC3)cn2)CC1,1.1,-10,-1,0.8,8,-4,101,0.3,104,-8
CC/C(=C/c1sc2ccccc2[n+]1CC)SC,0.64,-7,8,1.5,11,7,92,-0.4,92,-11
Cc1ccccc1N(CC(=O)NC1CCCC1)C(=O)CS(=O)CC(=O)Nc1ccc2c(c1)OCO2 (stereo unspecified),1.3,-9,-4,2.5,-2,5,104,-0.2,100,2
CCOCCCNC(=O)CSc1ccccc1,1.2,-3,-4,0.1,17,4,104,-0.1,99,-18
Cn1c(SCC(=O)NCc2ccc3c(c2)OCO3)nnc1-c1cccs1,0.92,-1,-3,1.4,21,4,101,-0.1,102,3
Cc1cccc(C)c1NC(=O)CN(C)CC(=O)Nc1ccccc1Br,1.4,-7,2,-0.1,4,3,98,-0.3,100,-4
CCC(=O)OCCn1c(=O)c2ccccc2c2ccccc2c1=O,.,-2,-4,4.0,-9,7,102,-0.1,98,9
COc1ccc(CCNC(=O)CSc2nnc(-c3cccc(F)c3)o2)cc1OC,0.99,-1,-2,2.6,-2,2,102,0.5,101,2
CCOC(=O)C1CCCN(CC(=O)Nc2c(F)c(F)c(F)c(F)c2F)C1 (stereo unspecified),1.1,-8,-3,-0.7,16,-5,103,-0.5,107,-16
CCC(=O)Nc1ccc(S(=O)(=O)NCC2CCCO2)cc1 (stereo unspecified),1.1,0,0,0.7,4,-4,100,-0.3,103,-4
CC(=O)c1cnc2c(-c3ccccc3)c(C)nn2c1C,1,-5,-9,1.0,15,10,107,-0.3,94,-15
O=C(NCc1ccc2c(c1)OCO2)C1COc2ccccc2O1 (stereo unspecified),1.2,-2,-6,0.9,16,1,101,0.1,100,-16
O=C(CCc1ccccc1)NNC(=O)c1ccccc1F,0.97,-5,-10,0.0,11,-1,108,-0.5,105,-11
CC(=O)c1cc(CN2CCN(CCc3ccccc3)C(CCO)C2)cs1 (stereo unspecified),1.3,-3,0,2.2,-17,0,99,-0.5,103,17
O=C(O)c1ccc(COCC(F)(F)F)cc1,1.2,-6,-2,-0.8,17,-16,102,-0.1,117,-17
Cc1ccc(/C(N)=N/OC(=O)C23CC4CC(CC(C4)C2)C3)cc1,0.94,10,-17,-0.5,25,-4,116,0.1,108,-25
COCCNC(=O)C(c1ccc(C)o1)N(CCOC)C(=O)Cn1nnc2ccccc21 (stereo unspecified),1.4,-3,-5,0.5,3,0,102,0.0,102,-3
Cc1ccc(C)c(C(=O)N(C)CC(=O)Nc2ccccc2C(F)(F)F)c1,1.4,1,11,3.0,-4,-10,89,-0.3,110,4
O=C1N[C@@H](Cc2cnc[nH]2)C(=O)N2CCC[C@@H]12,1,-5,3,1.0,2,1,98,-0.2,101,-2
Cc1cn(S(=O)(=O)c2ccccc2[N+](=O)[O-])cn1,1.4,-4,-1,1.4,12,0,99,-0.1,102,-12
O=C(CSc1nc2ncccc2[nH]1)NCCc1ccccc1,1.1,-7,-6,0.3,-2,.,104,-0.2,.,2
COCCNC(=O)/C(C#N)=C/c1c(N2CC(C)OC(C)C2)nc2ccccn2c1=O (stereo unspecified),0.94,-6,3,2.1,10,-1,98,0.0,99,-10
COc1ccccc1C(=O)Nc1ccc2c(c1)nc(CN1CCCCC1)n2C,1.1,5,0,0.5,-22,18,98,-0.3,87,22
COc1ccc([N+](=O)[O-])cc1C1NN=C(c2cccc3ccccc23)S1 (stereo unspecified),1.2,-5,7,2.1,8,-42,93,-0.5,139*,-8
CC(=O)Nc1nonc1NC(=O)CSc1ncn[nH]1,0.99,-2,5,1.2,-2,4,96,-0.1,99,2
O=c1c2ccccc2nc(SCc2ccccc2Cl)n1Cc1ccccc1,0.82,-11,0,8.9*,1,10,100,-0.2,96,-1

# Results in Hsp70 activator (three entries from above):
Structure	Hsp70 activator
Cc1ccc(/C(N)=N/OC(=O)C23CC4CC(CC(C4)C2)C3)cc1	0.1
Cc1ccc(C)c(C(=O)N(C)CC(=O)Nc2ccccc2C(F)(F)F)c1	-0.3
COCCNC(=O)/C(C#N)=C/c1c(N2CC(C)OC(C)C2)nc2ccccn2c1=O (stereo unspecified)	0.0

# Remaining list, next part:
SMILES,NF-kB expr up,FLuc inh counter,STAT1 inh,RAM network inh,APP 5'UTR act,STAT3 blocker,STAT1 act,Hsp70 activator,STAT3 act,APP transl inh
Cc1c(Cl)cnc(NC(=O)COC(=O)c2cc3c(s2)CCC(C)C3)c1Cl (stereo unspecified),0.97,-2,-6,3.7,5,10,105,0.2,95,-5
O=C(c1cc(Br)c(Br)s1)N1CCN(C/C=C/c2ccccc2)CC1,0.94,-4,0,0.2,1,6,100,-0.1,99,-1
CC(NC(=O)c1ccc(CS(=O)(=O)c2ccc(Cl)cc2)o1)c1ccc2c(c1)OCCO2 (stereo unspecified),0.77,-6,-3,0.3,11,12,103,-0.1,94,-11
COc1ccc(CS(=O)(=O)CC2(O)CCN(C(=O)c3cccc(C(F)(F)F)c3)CC2)cc1,1.2,-6,1,2.3,-1,5,99,-0.1,100,1
O=C(CNC(=O)c1ccco1)OCc1ccc(C(=O)Oc2ccccc2)cc1,0.96,-6,-11,-0.7,-32,9,110,0.3,94,32
CCOC(=O)CSc1nc(-c2ccccc2)nc2ccccc12,0.79,-6,-4,3.8,-2,6,104,-0.3,101,2
CC(C)CCNC(=O)CNC(=S)N(Cc1ccccc1)Cc1cccnc1,1.1,-11,18,1.6,.,-5,84,-0.3,105,.
CC(C)CNC(=O)C(=O)NNC(=O)c1ccco1,1.2,-6,-7,0.8,5,0,104,0.5,103,-5
CCOc1ccc(NS(=O)(=O)c2ccc(NS(=O)(=O)c3ccc(SC)cc3)cc2)cc1,0.92,-3,2,8.9*,-19,7,98,0.4,95,19
CCOc1nc(Nc2cc(Cl)ccc2OC)nc(OCC)n1,1.1,0,4,0.7,1,2,98,0.2,100,-1
CC(=O)N(c1ccc(Cl)cc1)c1c[nH]c2ccccc12,1.1,-5,-1,2.5,1,-5,101,0.0,105,-1
OC[C@@H]1CCCN1Cc1cn(-c2ccccc2)nc1-c1ccc2c(c1)OCO2,1.3,-4,-2,0.9,-8,7,100,-0.2,98,8
CS(=O)(=O)c1cccc(NC(=O)C2CC2)c1,1.1,-5,-7,1.6,12,-1,107,-0.2,100,-12
CN1CC(c2ccccc2)C2(COc3ccccc3C2=O)C12C(=O)Nc1ccccc12 (stereo unspecified),0.73,-3,6,2.2,8,18,95,0.3,94,-8
CN1CCN(C=Nc2nc3ccccc3nc2N2CCCC2)CC1,0.85,-6,3,1.6,-12,5,97,-0.4,104,12
Cc1cccc(C(=O)Nc2ccccc2C(=O)OCc2c(C)noc2C)c1,0.92,-5,2,8.4,2,31,98,-0.4,81,-2
COc1ccc(S(=O)(=O)CCC(=O)Nc2cc(C)ccc2OC)cc1,1.1,-2,-10,0.9,5,1,108,0.0,103,-5
CN1CCN(c2cc(-c3ccccc3)nc3cc(-c4ccc(F)cc4)nn23)CC1,0.41,-4,-1,2.4,.,12,101,-0.4,89,.
COc1ccc(NC(=O)c2c3c(nc4ccccc24)CCN(Cc2ccccc2)C3)c(OC)c1,0.45,-3,10,0.0,-10,5,90,-0.1,103,10
Cn1nc([N+](=O)[O-])nc1Oc1ccccc1,1.2,-1,1,0.4,-5,-7,99,0.0,103,5
CC1CCC(NC(=O)C2c3ccccc3C(=O)N2Cc2cccs2)CC1 (stereo unspecified),1.1,0,5,2.0,10,2,96,-0.2,95,-10
Cc1ccc(NC(=O)c2sc(=S)n(-c3cc(C)ccc3F)c2N)cc1,1.1,-7,-13,2.5,9,25,111,0.0,86,-9
S=C(NCCc1ccccc1)N/N=C/c1cccc(Cl)c1Cl,1.6,-2,-6,-0.1,27,6,105,-0.4,100,-27
CCc1ccc(C(=O)NN(C(=O)c2ccc(CC)cc2)C(C)(C)C)cc1,1.1,-3,4,1.5,-12,5,96,-0.3,98,12

# STAT3 act, hit marks shown above.
compound | NF-kB expr up | STAT1 inh | RAM network inh | APP 5'UTR act | STAT1 act | Hsp70 activator | STAT3 act | APP transl inh
COc1ccc([N+](=O)[O-])cc1C1NN=C(c2cccc3ccccc23)S1 (stereo unspecified) | 1.2 | 7 | 2.1 | 8 | 93 | -0.5 | 139* | -8

# Screening results as filed in PubChem.
